Menin-MLL TR inh: qHTS Assay for Inhibitors Targeting the Menin-MLL Interaction in MLL Related Leukemias: Competition With Texas Red Labeled MLL-derived Mutant Peptide; O00255; Menin + Texas Red MLL mutant peptide, fluorescence polarization; Potency, µM (titrated, usually from 61.6 µM), without a hit: at the highest dose FP activity change, negative = inhibition, hits mostly inhibitors; 0.23% of 270,000 active; active means well fitted inhibition curve with a large enough effect in the polarisation, with a control signal flat, not every such curve was filed as active; inconclusive means small, poorly fitted or top-dose-only effect, or effect the other way, or a change in a side signal; inactive means no such curve, though single readings can be large or run the other way; the % refers to the polarisation; further: potency means the concentration at half of the fitted maximal effect; % of control where 0% means no effect; many of its hits are not listed in these tables
GALK inh: qHTS Assay for Inhibitors of Human Galactokinase (GALK). AID 1868, 2009. Purified GALK, Kinase-Glo residual ATP luminescence. Potency, µM (highest dose often 57.5 µM), for the others: at the top dose activity change, negative = inhibition, most hits filed as inhibitors. 0.007% of 270,000 active; further: potency means the concentration at half of the fitted maximal effect; on the % scale 0 is the no-effect control and ±100 the full control effect
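ATP-depletion format; final 35 uM ATP, 100 uM D-galactose, 5 nM enzyme; pH 8.0 HEPES/Mg2+ buffer; 60 min RT; luminescence read 10 min after detection reagent.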
USP2a block: qHTS Assay for Inhibitors of Ubiquitin-specific Protease USP2a Using CHOP2 as the Reporter | Ubiquitin carboxyl-terminal hydrolase 2 (Homo sapiens), O75604 | USP2 core, Ub-CHOP2 coupled fluorogenic reporter, 485/531 | Potency, µM (titrated, usually from 38.3 µM), for inactives: top-dose activity change, negative = inhibition, hits mostly inhibitors | 0.01% of 330,000 active | AID 463254, 2010;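 further: potency means the concentration at half of the fitted maximal effect; plate controls were DMSO wells for no effect and full inhibition by NEM control for full effect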
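Deubiquitinase activity read as fluorescence (485/531 nm) after Ub-CHOP2 cleavage activates the enterokinase reporter on its substrate; USP2 core 10nM, Ub-CHOP2 and substrate 25nM each, 30min compound preincubation then 60min RT; data normalized to NEM, curves fitted.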
MBNL1 CUG block: qHTS Assay for Inhibitors of MBNL1-poly(CUG) RNA binding; TR-FRET MBNL1-His/biotin-(CUG)12 binding, 665/545 ratio; 0.036% of 280,000 active; Potency, µM (series often up to 57.5 µM), for inactives: at the highest dose activity change, negative = inhibition, hits mostly inhibitors; Muscleblind-like protein 1 (Homo sapiens), Q9NR56; active means well fitted inhibition curve with a large enough effect in the signal ratio, with a control signal flat, not every such curve was filed as active; inconclusive means small, poorly fitted or top-dose-only effect, or effect the other way, or a change in a side signal; inactive means no such curve, though single readings can be large or run the other way; the % refers to the signal ratio; further: potency means the concentration at half of the fitted maximal effect; on the % scale 0 is the no-effect control and ±100 the full control effect
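TR-FRET between His-tagged MBNL1 and biotin-(CUG)12 RNA, detected with Tb anti-His antibody (0.055 ng/ul) and streptavidin-XL665 (5 nM), 60 min at room temperature. Compounds titrated 92 nM to 58 uM; 665/545 nm ratio normalized to buffer and complex controls.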
ASM inhibitor: Inhibitors of Secretory Acid Sphingomyelinase (S-ASM): qHTS; Sphingomyelin phosphodiesterase (Homo sapiens), P17405; placental ASM, HMU-PC fluorogenic substrate, 60 min; Potency, µM (titrated, usually from 57.5 µM), for inactives: top-dose activity change, negative = inhibition, most hits filed as inhibitors; 0.006% of 340,000 active; further: potency means the concentration at half of the fitted maximal effect
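Fluorescence read-out (Ex 386 nm, Em 447 nm) after stopping the reaction at pH 10. Enzyme: ASM from human placenta; substrate HMU-PC0, 9 uM final; 60 min, 37 °C. Compound preincubation 10 min, ambient temperature.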
Chronic BCR inh: qHTS Assay to Find Inhibitors of Chronic Active B-Cell Receptor Signaling | ABC-DLBCL IkBa-CBG/CBR reporter, luminescence ratio, 4 h | Potency, µM (series often up to 46.1 µM), inactives show at the highest dose ratio change, negative = lower green/red ratio, hits mostly inhibitors | 0.05% of 340,000 active | AID 493014, 2011; active means well fitted inhibition curve with a large enough effect in the signal ratio, with a control signal flat, not every such curve was filed as active; inconclusive means small, poorly fitted or top-dose-only effect, or effect the other way, or a change in a side signal; the % refers to the signal ratio;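 further: potency means the concentration at half of the fitted maximal effect; plate controls were basal doxycycline-induced cells for no effect and cells given 10 µM MG132 for full effect; MG132 reads +100%, hits lower the ratio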
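Compounds up to 46 uM were incubated four hours with TMD8 cells whose green CBG68 luciferase is fused to IkappaBalpha; red CBR luminescence normalised the signal, and concentration-effect curves were fitted to fusion, red and ratio data.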
TSHR antag: Antagonists of the Thyroid Stimulating Hormone Receptor: HTS campaign; TSHR-expressing cells, TSH-stimulated cAMP HTRF, 2 h; stronger effect = lower value; activity change, negative = inhibition, % at 11.5 µM; 0.2% of 330,000 active; Thyrotropin receptor (Homo sapiens), P16473;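 active means activity change below a set negative limit, meaning inhibition stronger than a set level, cut at about -70% in these data; inconclusive means activity change between two set negative limits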; further: on the % scale 0 is the no-effect control and ±100 the full control effect
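Read-out is FRET at 665 nm (cryptate excitation 337 nm) from a cryptate-tagged anti-cAMP antibody, competed by cell cAMP against cAMP-d2. Compounds are tested on freshly harvested TSHR cells challenged with 4nM TSH (EC80) for 2 hours at 37 deg C.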
PKM2 act: qHTS Assay for Activators of Human Muscle isoform 2 Pyruvate Kinase; 0.34% of 260,000 active; purified PKM2, Kinase-Glo ATP luminescence, activation; response scale: 0% is enzyme alone, no compound; AID 1631, 2009; Potency, µM (titrated, usually from 57.5 µM), for inactives: at the highest dose activation, most hits filed as activators; further: potency means the concentration at half of the fitted maximal effect; on the % scale 0 is the no-effect control and ±100 the full control effect; nearly all actives have a fitted effect of over 55% in size
Target sequence (P14618 whole entry, looked up, canonical isoform): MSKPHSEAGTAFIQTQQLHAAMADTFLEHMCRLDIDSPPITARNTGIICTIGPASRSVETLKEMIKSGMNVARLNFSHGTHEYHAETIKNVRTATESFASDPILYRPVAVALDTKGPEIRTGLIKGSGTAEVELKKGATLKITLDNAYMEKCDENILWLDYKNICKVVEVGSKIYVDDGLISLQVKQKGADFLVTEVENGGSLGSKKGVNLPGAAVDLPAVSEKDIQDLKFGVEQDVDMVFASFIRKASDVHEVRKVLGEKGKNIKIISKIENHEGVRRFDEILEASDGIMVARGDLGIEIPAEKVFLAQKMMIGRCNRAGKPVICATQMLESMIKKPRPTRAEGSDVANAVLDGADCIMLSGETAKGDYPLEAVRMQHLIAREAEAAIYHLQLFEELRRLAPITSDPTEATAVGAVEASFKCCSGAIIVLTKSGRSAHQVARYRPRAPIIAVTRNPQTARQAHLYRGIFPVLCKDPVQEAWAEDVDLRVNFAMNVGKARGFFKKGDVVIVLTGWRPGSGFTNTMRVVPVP
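Purified hPK-M2 (>95%) run at intermediate activity with 0.1 mM ADP and 0.5 mM PEP in 50 mM imidazole pH 7.2, KCl, MgCl2; 1 h room temperature. ATP formed read by Kinase-Glo luminescence; normalized to uninhibited and no-enzyme controls.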
KCNH2 WT inh: qHTS for Inhibitors of KCHN2 3.1: Wildtype qHTS | Voltage-gated inwardly rectifying potassium channel KCNH2 (Homo sapiens), Q12809 | U2OS, BacMam KCNH2, thallium flux FluxOr; stronger effect = lower value | activity change, % at 1.84 µM | 0.37% of 340,000 active;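 active means maximum activity change below -70%; inconclusive means maximum activity change between -70% and -50%; inactive means maximum activity change above -50%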; further: on the % scale 0 is the no-effect control and ±100 the full control effect
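U2OS cells transduced with wild-type KCNH2 virus are loaded with FluxOr dye for 45 min, and thallium flux is measured in kinetic reads before and after stimulation buffer. Rate constants are normalized to DMSO controls.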
Eya2 phos inh: qHTS Assay for Inhibitors of the Phosphatase Activity of Eya2 | 0.006% of 330,000 active | Potency, µM (top dose mostly 76.9 µM), without a hit: at the highest dose activity, negative = inhibition, hits mostly inhibitors | recombinant Eya2, OMFP fluorescence dephosphorylation (OMFP is methylfluorescein phosphate) | Protein phosphatase EYA2 (Homo sapiens), O00167; further: potency means the concentration at half of the fitted maximal effect; on the % scale 0 is the no-effect control and ±100 the full control effect
Target sequence (O00167 whole entry, looked up): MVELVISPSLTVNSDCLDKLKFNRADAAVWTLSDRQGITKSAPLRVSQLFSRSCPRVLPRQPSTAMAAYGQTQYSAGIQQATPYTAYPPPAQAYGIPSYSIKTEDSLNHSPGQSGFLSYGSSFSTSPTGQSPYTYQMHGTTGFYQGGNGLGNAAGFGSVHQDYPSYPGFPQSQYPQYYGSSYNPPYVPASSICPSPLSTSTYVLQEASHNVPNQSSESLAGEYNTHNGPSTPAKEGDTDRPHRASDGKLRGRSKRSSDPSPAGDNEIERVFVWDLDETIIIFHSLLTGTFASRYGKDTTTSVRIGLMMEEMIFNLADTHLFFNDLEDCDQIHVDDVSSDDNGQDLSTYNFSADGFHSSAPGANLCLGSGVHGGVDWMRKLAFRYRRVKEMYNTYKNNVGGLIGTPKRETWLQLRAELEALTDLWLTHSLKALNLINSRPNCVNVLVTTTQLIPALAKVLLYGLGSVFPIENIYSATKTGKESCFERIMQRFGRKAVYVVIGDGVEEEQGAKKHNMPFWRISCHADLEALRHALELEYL
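Eya2 protein (added as 0.2 uM solution) was preincubated with compound for 10 min at ambient temperature in 50 mM HEPES pH 7.5, 50 mM NaCl, 5 uM MgCl2, 0.05% BSA, 1 mM DTT. OMFP (added at 50 uM) then reacted 10 min; fluorescence read at 485/525 nm.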
Mito fusion yeast: qHTS Assay for Small Molecule Inhibitors of Mitochondrial Division or Activators of Mitochondrial Fusion. AID 485298, 2010. Potency, µM (top dose mostly 46.1 µM), inactives show top-dose growth rescue (activation), usual class: activators. 0.23% of 320,000 active. S. cerevisiae fusion-defective mutant growth rescue, CellTiterGlo 48 h;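 further: potency means the concentration at half of the fitted maximal effect; % of control where 0% means no effect; nearly all actives have a fitted effect of over 45% in size; temperature-sensitive fusion mutants such as fzo1-1 at 37 °C on non-fermentable ethanol glycerol medium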
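Luminescent cell viability in 1536-well qHTS format served as the measure of rescued growth in ts fusion-mutant S. cerevisiae cultured on non-fermentable YPEG for 48 hours at 37C.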
* hit, by the source's call; ? = inconclusive; . = no result given; & = joins results of further samples; [ ] = another dose, or the depositor's remark. Unless noted, the call rests on the fitted dose curve; in most records, active means well fitted curve in the direction sought with a large enough effect; inconclusive means small, poorly fitted or top-dose-only effect, or another doubt; inactive means no such curve, though single readings can be large; an effect the other way counts as inactive or inconclusive.

SMILES	Menin-MLL TR inh	GALK inh	USP2a block	MBNL1 CUG block	ASM inhibitor	Chronic BCR inh	TSHR antag	PKM2 act	KCNH2 WT inh	Eya2 phos inh	Mito fusion yeast
Cc1occc1C(=O)NNC(=O)c1ccccc1Br	2%	2%	2%	-4%	4%	0%	4	-4%	-3	5%	-1%
C=C(C)CSc1nnc([C@@H](NC(=O)OC(C)(C)C)C(C)CC)o1 (stereo partly drawn)	-1%	5%	0%	6%	-7%	2%	-5	-4%	12	11%	0%
CS(=O)(=O)N1CCC(Oc2ccccc2C(=O)NC2CCOC2)CC1 (stereo not drawn)	1%	-3%	0%	-5%	3%	8%	-10	0%	-1	-12%	-2%
CCCn1nnc(NC(=O)c2ccc(OCC)c(Cl)c2)n1	-4%	0%	0%	-4%	-1%	-4%	2	1%	-16	-16%	-5%
COc1cccc(C(C(=O)NC2CCCCC2)N(C(=O)Cc2cccs2)c2ccc(-n3cnnn3)c(OC)c2)c1 (stereo not drawn)	?	2%	0%	-6%	0%	-1%	9	-1%	-7	6%	-3%
CCOC(=O)c1c(C)oc2c1c1c(c3ccccc32)OCN(CCCC(=O)O)C1	.	4%	1%	.	-3%	?	-18	-1%	0	-15%	-1%
CCC(CC)C(=O)Nc1c(C(=O)N2CCN(c3ccccc3)CC2)oc2ccccc12	.	5%	-3%	-2%	0%	1%	-6	.	1	-11%	?
CCn1c(C)nc2cc(C(=O)OC)ccc21	14%	-3%	1%	1%	3%	?	-7	-1%	-6	-15%	4%
CCCc1cc(=O)oc2cc(OCC(=O)NCCc3ccc(S(N)(=O)=O)cc3)ccc12	.	-1%	-2%	2%	0%	1%	32	.	0	4%	0%
CCCCOC(=O)CSCC(=O)N1N=C(c2cccs2)CC1c1ccc(F)cc1 (stereo not drawn)	-8%	-2%	-2%	-3%	-5%	13%	-8	2%	25	-13%	17%
CC(C)Cn1c(-c2nn(C)cc2Cl)n[nH]c1=S	-26%	-4%	2%	-17%	5%	-9%	-6	0%	-4	5%	-7%
O=C1Nc2ccccc2C12OCC1(CO2)COC2(OC1)C(=O)Nc1ccccc12 (stereo not drawn)	2%	0%	-4%	5%	-1%	?	3	-12%	7	-12%	-7%
Clc1ccc(C2[C@H]3CN(CC4CCCCC4)[C@H](c4ccccc4)C34CC2(c2cccnc2)C4)cn1 (stereo partly drawn)	-1%	4%	0%	0%	2%	5%	-1	5%&-4%	-2	-3%	5%
COc1ccc(Br)c(C(=O)OCC(=O)NC2CCCCCC2)c1	.	.	-1%	.	0%	?	-33	.	1	1%	23%
CC(NC(=O)c1ccc2c(c1)OCO2)c1ccccc1 (stereo not drawn)	1%	8%	1%	0%	0%	4%	-4	-4%	3	-10%	-2%
Cc1ccc(Nc2nnc(-c3ccc4c(c3)OCO4)o2)c(C)c1	-13%	3%	2%	6%	-1%	?	19	0%	0	3%	-7%
Cc1ccc(C(=O)Nc2cccc([N+](=O)[O-])c2)cc1S(=O)(=O)Nc1cccc(C(=O)O)c1	?	-1%	0%	20%	-23%	-1%	-10	0%	-3	-2%	-1%
CCC(Sc1ncccc1C(=O)Oc1cccc([N+](=O)[O-])c1)C(=O)Nc1ccccc1OC (stereo not drawn)	16%	0%	-1%	23%	-1%	?	-6	-15%	-15	7%	17%
COc1ccc2cc(Br)ccc2c1CC(=O)N(C)C	-7%	5%	-22%	?	6%	3%	0	-3%	-15	-6%	1%
Cc1ccsc1C(=O)NNC(=S)NCC(C)C	.	1%	1%	-7%	3%	-16%	-3	-6%	-18	7%	4%
CSCCOC(=O)COc1ccc(/C=N/NC(=O)c2nn(C)cc2Cl)cc1	-2%	.	1%	10%	4%	?	-15	-4%	14	-10%	7%
O=C(NCCC1=CCCCC1)c1cnccn1	15%	0%	0%	-4%	5%	12%	6	-7%	-1	-14%	-2%
Cc1c(CC(=O)NCC(=O)O)c(=O)oc2cc3occ(-c4ccccc4)c3cc12	8%	2%	-1%	2%	68%[activator]	6%	6	.	10	-6%	1%
COc1ccc(CN2CC(C(=O)NCCCN3CCN(Cc4ccccc4)CC3)CC2=O)cc1 (stereo not drawn)	-21%	.	-4%	4%	4%	-5%	-6	1%	10	2%	0%
CCOC(=O)CCCNC(=O)COC(=O)c1cc(Br)c(Br)s1	-11%	4%	-3%	2%	0%	2%	-3	-2%	7	-2%	5%
SMILES	Menin-MLL TR inh	GALK inh	USP2a block	MBNL1 CUG block	ASM inhibitor	Chronic BCR inh	TSHR antag	PKM2 act	KCNH2 WT inh	Eya2 phos inh	Mito fusion yeast
N#Cc1ccc(S(=O)(=O)NC2CCN(Cc3ccccc3)CC2)cc1	.	-1%	1%	-3%	-5%	-1%	-6	2%	31	1%	-7%
Cc1nnc(SC(C)C(=O)Nc2ccc(Cl)cc2Cl)[nH]c1=O (stereo not drawn)	.	.	-1%	.	-1%	2%	.	.	5	-1%	.
CSc1nc(N2CCN(CCO)CC2)c2sc3nc(-c4ccco4)c4c(c3c2n1)CCC4	?	3%	1%	0%	.	-1%	10	-2%	.	-3%	-2%
O=c1sc2ccccc2n1COc1ccc(Cl)cc1	1%	0%	1%	0%	-8%	15%	?	-3%	-7	3%	14%
NNc1nc(N)c2c(n1)-c1ccccc1CC21CCCC1	-10%	0%	1%	-1%	6%	?	-7	12%	-1	-9%	-15%
CCN(CC)C1CCN(C(=O)c2cc(COc3ccc(-n4cncn4)cc3)on2)C1 (stereo not drawn)	-1%	3%	-1%	-14%	2%	0%	41	0%	-5	4%	5%
CC(Sc1nc(C(C)(C)C)cc(-c2ccccc2)c1C#N)C(=O)Nc1ccccc1 (stereo not drawn)	?	1%	-1%	.	-2%	10%	4	-8%	1	0%	8%
Cc1ccc(NC(=O)C(C)OC(=O)COc2cccc(C(F)(F)F)c2)cc1 (stereo not drawn)	.	.	-3%	.	-12%	10%	4	.	1	-25%	7%
N#Cc1ccc(Oc2nc(C(N)=O)cc(-c3ccccc3)n2)cc1	23%	0%	-1%	5%	3%	12%	-14	-13%	-7	-4%	-6%
CSc1ccccc1C(=O)NC(C)c1ccc(-n2ccnc2)cc1 (stereo not drawn)	.	-6%	2%	-4%	1%	4%	25	7%	-3	-18%	0%
CCOc1ccc(OCCC(=O)OCC(=O)c2c(N)n(C)c(=O)n(C)c2=O)cc1	.	.	1%	.	-1%	7%	12	.	7	17%	1%
Cc1ccc(-c2ccc(C(=O)O)o2)cc1Cl	.	3%	2%	-9%	-2%	?	-13	-13%	4	-1%	11%
Cc1nnc(SCC(=O)N2CCCC(N3CCN(c4ccc(F)cc4)CC3)C2)o1 (stereo not drawn)	-14%	3%	1%	10%	5%	-2%	-4	1%	2	-17%	1%
Cc1cc(C)nc(SCCn2c(N3CCOCC3)nc3c2c(=O)[nH]c(=O)n3C)n1	-1%	11%	-2%	0%	4%	?	7	-1%	12	7%	5%
CC(=O)Nc1sc(C)c(C)c1C(=O)OCC(=O)N(C)C1CCS(=O)(=O)C1 (stereo not drawn)	-10%	0%	0%	.	0%	-10%	15	-1%	-9	5%	-2%

The list is partial. The share of hits here may be higher or lower than overall.
